Screening data: PubChem BioAssay, several laboratories
MT stabilizer: microtubule stabilization, imaging screen; HeLa tubulin immunostaining HCS, 24 h; share of cells brighter than vehicle mean+2SD; % tubulin-high responders, % at 10 µM; hit rate 0.83% among 200,000; AID 2205;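 active = plate Z-score above 3 for both tubulin-high and condensed-nucleus cell shares, with cell loss under 80%, at 10 µM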;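 note: anti alpha tubulin signal scored within the nucleus-defined area of each cell; some results filed as inactive read as strong as hits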
Myeloid diff MLP: compounds promoting myeloid differentiation. ER-HoxA9 myeloid progenitors, lysozyme-GFP differentiation, flow cytometry. calls only at 10 µM. hit rate 1% among 360,000;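 active = normalized GFP-positive differentiation at or above the plate's own cutoff, the solvent-only control mean plus 3 SD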;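 note: cells exposed to compound for four days before flow analysis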
Lipid droplet: hepatic lipid droplet formation modulation; AML12 mouse hepatocytes, oleate lipid droplets, BODIPY imaging; inhibition, % at 6.5 µM; hit rate 0.4% among 240,000;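 active = lipid droplet intensity inhibited by at least 50%, with more than 500 cells counted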
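System: AML12 hepatocytes (mouse). Probe or stimulus: oleic acid at 100 µM to induce lipid droplet formation. Times: overnight treatment with compound plus oleate. Detection: Image-based BODIPY and DAPI two-channel analysis. Evaluation: percent inhibition of filter-corrected integrated lipid droplet intensity per well.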
T cell modulator: T cell immune modulation candidate; 2C CD8+ T cell-vesicle binding, flow cytometry; stronger effect = lower value; calls only at 7 µM; hit rate 0.068% among 330,000;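 active = response, share of CD8 T cells binding vesicles, and their 90th percentile fluorescence all below set limits, cut at about 80% in these data, passing the limit was not always enough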
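Assay system: 2C TCR transgenic mouse naive CD8+ T cells, MACS-purified | Read-out: CD8+ gate FL2 mean fluorescence as % of same-row positive control | Signal: High-throughput flow cytometry with anti-B7-1 and anti-CD8 staining | Timing: Binding step 1.5 h, 37 °C, antibody labelling 20 min, ice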
b-catenin transl: modulators of beta-catenin nuclear translocation; hit rate 0.3% among 190,000; HeLa beta-catenin nuclear translocation, immunofluorescence imaging; nuclear translocation activity, % at 5 µM;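 active = nuclear translocation activity above 50% at 5 µM, with a well cell count of 50 or more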;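 note: per-cell ratio of nuclear to cytoplasmic median beta-catenin stain intensity; plate controls were DMSO negative control for no effect and GSK-3 inhibitor IX positive control for full effect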
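System: Human HeLa cells, endogenous beta-catenin | Compound dosing: 5 µM primary, 0.02–20 µM confirmation | Timing: 24 h compound exposure at 37°C, 5% CO2 | Measured by: Fluorescence imaging of beta-catenin antibody stain plus DAPI | Read-out basis: % activation of per-cell nuclear versus cytoplasmic median beta-catenin signal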
TNAP activators: human TNAP enzyme activators, primary screen, biochemical, luminescent, no phosphate acceptor, uHTS (AID 1001); hit rate 0.03% among 200,000; one-dose activation fold at 20 µM; EC50 in µM for titrated hits; purified TNAP, luminescent activation assay, no phosphate acceptor; higher activation fold means a stronger effect; in the data active = activation fold from about 3, or a potency from the dose series; inactive = the rest, 99 in 100 with activation fold below about 1.6; note: many of its hits are not listed in these tables
Ins promoter up: MIN6 insulin promoter up-regulation | MIN6 insulin promoter-GFP reporter, high-content imaging; stronger effect = higher value | z-score at 5 µM | hit rate 0.3% among 190,000 | AID 1625;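 active = z-score above 3 at 5 µM with at least 500 cells counted in the well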
human PMI inhibition: inhibitors of human PMI, primary screen, biochemical, fluorescence intensity, coupled assay (AID 1209). purified PMI enzyme, coupled fluorescence intensity; higher % means a stronger effect. hit rate 0.42% among 190,000. inhibition, % at 20 µM; hits with a dose series show IC50 in µM; in the data active = inhibition above about 50%;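 note: plate controls were DMSO vehicle for no effect and wells lacking substrate for full effect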
Dynein cargo inh: dynein cargo transport inhibition; 3617.4 mouse cells, GR-EGFP nuclear translocation imaging; test concentration mostly 20 µM; stimulated with dexamethasone, 1 µM; stronger effect = lower value; z-score, hits read low; hit rate 0.47% among 220,000;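 active = plate z-score of nuclear minus cytoplasmic receptor signal below a set negative limit, without overly bright fluorescence or cell loss, cut at about -3.5 in these data, passing the limit was not always enough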;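 note: z-score of nuclear minus cytoplasmic ring GR-EGFP intensity difference per well; some compounds called inactive have numbers as strong as hits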
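medium = tetracycline-free induction medium containing charcoal-stripped FBS | probe or stimulus = dexamethasone, 1.0 µM final | timing = 48 h induction, then 1 h compound, then 30 min agonist, 37 °C | detection = automated 10x imaging of fixed Hoechst-stained cells | read-out basis = nuclear versus cytoplasmic GR-EGFP signal, averaged per well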
Dynein cargo inh cytoplasmic EGFP: recorded beside Dynein cargo inh, whose call it bears; z-score; measured here: cytoplasmic GR-EGFP intensity; stronger effect = higher value
Dynein cargo inh nuclear GR-EGFP: also measured in Dynein cargo inh; calls as there; z-score; measured here: nuclear GR-EGFP intensity;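 lower value marks the stronger effect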
Dynein cargo inh cell count: recorded beside Dynein cargo inh, whose call it bears; z-score; measured here: cell count per field
Ins promoter up cell count: also measured in Ins promoter up; calls as there; cell count; measured here: cytotoxicity, nuclei count;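 total cells summed across four imaged fields per well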
Lipid droplet cells 6.5 µM: further read-out of Lipid droplet, marked with its call; cell count; measured here: cell count, cytotoxicity flag;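 cells counted across two imaged fields per well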
b-catenin transl cell count 5 µM: second read-out of b-catenin transl, no call of its own (marks repeat the call); cell count; measured here: cell count, cytotoxicity flag
T cell modulator vesicle-bound %: recorded beside T cell modulator, whose call it bears; double positive events, %; measured here: CD8+ vesicle-bound cell fraction;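 binding gate set so that unloaded-vesicle control wells show 10% double positive cells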
MT stabilizer Hoechst-high %: also measured in MT stabilizer; calls as there; % Hoechst-high responders; measured here: nuclear condensation Hoechst responders;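 share of cells brighter than vehicle mean plus two SD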
MT stabilizer cytotoxicity %: recorded beside MT stabilizer, whose call it bears; toxicity, %; measured here: cytotoxicity by cell density;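 0% = mean cell density of plate MIN control wells and 100% = no cells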
Myeloid diff MLP GFP+ MAC1+ %: also measured in Myeloid diff MLP; calls as there; GFP+ MAC1+ double positive, %; measured here: differentiation confirmed by MAC1 staining
Numbers without * were called inactive; i = inactive; · = no result given; & = joins results of further samples.

SMILES | MT stabilizer | MT stabilizer Hoechst-high % | MT stabilizer cytotoxicity % | Myeloid diff MLP | Myeloid diff MLP GFP+ MAC1+ % | Lipid droplet | Lipid droplet cells 6.5 µM | T cell modulator | T cell modulator vesicle-bound % | b-catenin transl | b-catenin transl cell count 5 µM | TNAP activators | Ins promoter up | Ins promoter up cell count | human PMI inhibition | Dynein cargo inh | Dynein cargo inh cytoplasmic EGFP | Dynein cargo inh nuclear GR-EGFP | Dynein cargo inh cell count
C=CCNC(=O)Nc1ccc(F)c(Cl)c1 | 2.7 | 2.6 | 9.1 | i | 0.5 | 0 | 675 | i | 59 | -0.8 | 1073 | 1.1 | -0.82 | 1515 | 8% | 0.19 | -0.3 | 0.61 | -0.069
COc1cc(CCC(=O)OCC(N)=O)cc(OC)c1OC | 2.8 | 3.3 | 7.3 | i | 0.6 | 11 | 706 | i | 30 | -0.4 | 1079 | 1.1 | -0.47 | 1159 | -10% | 1 | -0.33 | 0.7 | -0.6
Cc1ccc(NC(=S)Nc2ccc3cn[nH]c3c2)c(C)c1 | 2.0 | 2.7 | 5.2 | i | 0.9 | -24 | 656 | i | 36 | -0.1 | 1091 | 1.2 | 0.35 | 1215 | 18% | 0.21 | -0.32 | 0.4 | 0.54
CCC(CC)C(=O)NC12CC3CC(CC(C3)C1)C2 | 1.0 | 1.6 | 6.0 | i | 0.9 | -1 | 785 | i | 51 | 0.6 | 984 | 1.1 | -1 | 1182 | 4% | -0.99 | -0.13 | -0.4 | 1.1
CC(c1ccccc1)C(CC(=O)O)C(=O)NC1CCCCC1 (stereo not drawn) | 7.0 | 3.0 | 7.6 | i | 1.3 | · | · | i | 6 | · | · | 1.1 | 0.64 | 1064 | 2% | 1.2 | -0.26 | 1 | 0.82
Cn1c(CSc2nc3ccccc3s2)nnc1SCC(=O)NCCN1CCOCC1 | · | · | · | i | 0.6 | 0 | 742 | i | 7 | -7.5 | 1265 | 1 | -0.49 | 1192 | -7% | · | · | · | ·
Cc1nc(NC(=O)CSc2ccc(-c3nc4ccccc4[nH]3)cn2)sc1C | 3.9 | 2.8 | 5.4 | i | 0.9 | 12 | 703 | i | 0 | -0.4 | 1125 | 1.1 | 0.12 | 1609 | 8% | 1.5 | -0.22 | 1.1 | -1.5
Oc1csc(Cc2nc(-c3ccc(Br)cc3)cs2)n1 | 2.0 | 1.4 | 2.4 | i | 0.9 | -4 | 634 | i | 38 | 3.3 | 1075 | 1.4 | 1.6 | 1275 | 3% | -0.4 | -0.3 | -0.094 | 0.47
CS(=O)(=O)c1ccc2nc(NC(=O)Nc3cccc(Cl)c3)sc2c1 | 2.6 | 1.7 | 1.9 | i | 4.2 | · | · | i | 23 | · | · | 1 | · | · | -6% | 1.5 | -0.22 | -0.19 | -0.71
COC(=O)C1C(=O)c2c([nH]c(C(=O)OCCOC(C)C)c2C)CC1C (stereo not drawn) | 1.7 | 1.5 | 8.6 | · | · | -2 | 768 | i | 57 | -1.0 | 1185 | 1.1 | -0.61 | 1017 | 8% | -0.11 | 0.28 | 0.3 | 0.22
O=C(CN1CCN(c2ccccc2)CC1)Nc1cccc(C(F)(F)F)c1 | 2.9 | 1.7 | 15 | i | 12 | 3 | 815 | i | 8 | -7.8 | 1243 | 1.1 | · | · | 15% | 1.7 | -0.46 | 0.59 | -0.11
COc1ccc(OC)c(NC(=O)CCNS(=O)(=O)c2cccs2)c1 | 2.2 | 2.0 | 3.2 | i | 1.7 | 21 | 718 | i | 31 | -0.3 | 1188 | 1.1 | 0.28 | 1220 | 0% | -0.33 | -0.16 | -0.074 | -0.26
O=[N+]([O-])c1cccc(CNC2CCCCCC2)c1 | 5.7 | 2.2 | 10 | i | 0.1 | 0 | 691 | i | 37 | 1.2 | 1509 | 1.1 | 0.26 | 1504 | 2% | -0.3 | -0.073 | -0.65 | 1.4
O=C(NCc1cccs1)C(NS(=O)(=O)c1cccc2nsnc12)c1ccccc1 (stereo not drawn) | 2.3 | 3.0 | 23 | i | 2.4 | · | · | i | 54 | -1.0 | 1342 | 1.1 | 0.26 | 1536 | -6% | 0.33 | -0.35 | 0.41 | 0.031
CC(N=C(NC#N)Nc1ccncc1)C(C)(C)C (stereo not drawn) | 2.5 | 2.2 | 13 | i | 3.3&2.5 | -5 | 683 | i | 18&15 | · | · | 1.1 | · | · | -8% | -0.19 | -0.025 | 0.41 | 0.42
Cc1cccc(C(=O)N[C@H](C(=O)Nc2cc(S(=O)(=O)N3CCCCC3)ccc2C)C(C)C)c1 | 2.3 | 1.2 | 6.5 | i | 0.4 | -1 | 600 | i | 43 | -3.4 | 1026 | 0.9 | 0.56 | 1629 | 10% | -0.8 | -0.3 | -0.51 | 0.62
CC(=O)NC1=NN(c2ccccc2)C(=O)C1 | 1.1 | 1.4 | 10 | i | 0.4 | · | · | i | 33 | 0.7 | 1348 | 1.1 | 0.08 | 1521 | 0% | -0.76 | -0.15 | -0.49 | 0.66
Cc1nnc(NC(=O)CCCOc2ccccc2)s1 | 1.2 | 0.9 | 3.5 | i | 0.9 | 16 | 793 | i | 19 | 1.7 | 1121 | 1.1 | -0.62 | 1242 | 4% | 0.011 | -0.2 | 0.2 | 0.73
NS(=O)(=O)c1ccc(NC(=O)/C=C/c2cccc(Cl)c2)cc1 | 5.5 | 1.3 | 5.5 | i | 0.1 | -1 | 667 | i | 1 | -0.7 | 1469 | 0.9 | 0.44 | 1434 | 3% | 0.018 | -0.34 | -0.035 | 0.22
COc1ccc(-n2c(COc3cccc4ccccc34)nnc2SC(C)C(=O)O)cc1 (stereo not drawn) | 1.7 | 2.5 | 3.3 | i | 0.5 | -27 | 594 | i | 53 | -1.5 | 1547 | 1.1 | -0.13 | 1585 | · | 0.18 | -0.23 | -0.24 | 0.93
CC(C)(CC(=O)O)CC(=O)NNc1ncccc1C#N | · | · | · | i | 0.5 | -8 | 688 | i | 28 | 0.8 | 1325 | · | -0.42 | 928 | · | 1.3 | -0.27 | 1.5 | -0.78
CC1=C(C(=O)Nc2ccccc2)C(c2ccco2)C(C#N)=C(SCC(=O)Nc2cccc(C)c2C)N1 (stereo not drawn) | 4.7 | 3.2 | 2.9 | i | 1.1 | -30 | 642 | i | 28 | -1.9 | 1040 | 1.1 | -1.2 | 1179 | 7% | 1.1 | 0.16 | 0.79 | 0.59
Cc1ccc2[nH]c(=O)c(N3CCOCC3)c(-c3ccccc3)c2c1 | 1.4 | 2.6 | 6.2 | i | 0.3 | 5 | 701 | i | 53 | · | · | 1.1 | 0.09 | 1270 | 7% | -0.53 | -0.16 | -0.16 | -0.76
O=C(C/C=N/OCc1ccc(Cl)cc1)c1cnc(-c2ccccc2)s1 | 1.3 | 1.3 | 3.8 | i | 1.0 | · | · | i | 59 | -0.2 | 1497 | 1.1 | 0.05 | 1485 | 9% | 0.51 | -0.19 | 0.073 | 0.24
CC(C)(C)OC(=O)N1CCC(C(=O)N[C@@H](Cc2ccccc2)C(=O)O)(c2ccccc2)CC1 | 3.1 | 1.3 | 8.2 | i | 0.5 | 29 | 775 | i | 3 | -0.8 | 534 | 1.1 | 0.06 | 1178 | -1% | 0.56 | -0.21 | 0.94 | -0.09
Cc1ccc(N(C(=O)CNC(=O)c2ccco2)C(C(=O)NC2CCCC2)c2cccnc2)cc1C (stereo not drawn) | 1.2 | 2.1 | 12 | i | 0.9 | · | · | i | 64 | 0.0 | 1362 | 1 | -0.24 | 1397 | -26% | -0.65 | -0.23 | -0.22 | 0.37
O=C(O)c1ccc(Oc2cccc([N+](=O)[O-])c2)cc1C(=O)O | 2.3 | 1.8 | 0.2 | i | 0.6 | · | · | i | 19 | -1.3 | 1343 | 1 | 0.52 | 1639 | 8% | 1.3 | -0.094 | 0.27 | -0.017
CC(/C=C/c1ccco1)=N/NC(=O)CNc1ccccc1C | 2.5 | 1.7 | 12 | i | 1.2 | 11 | 748 | i | 60 | · | · | 1.1 | · | · | -6% | -0.38 | -0.29 | -0.15 | 0.47
COC(=O)C1=CN(CC2CCCO2)C=C(C(=O)OC)C1c1cc(OC)c(OC)c(OC)c1 (stereo not drawn) | 2.1 | 1.1 | 7.8 | i | 1.6 | 3 | 771 | i | 24 | -2.5 | 1149 | 1.2 | 1.9 | 1207 | 20% | 0.2 | -0.14 | 0.043 | 0.22
Cc1cc(C(=O)CSc2nc3ccccc3[nH]2)c(C)n1CC1CCCO1 (stereo not drawn) | 1.6 | 1.7 | 9.3 | i | 0.3 | · | · | i | 12 | -1.8 | 1227 | 1.1 | -3.4 | 674 | 12% | 0.46 | -0.19 | 1.2 | -0.55

Compounds were not picked by outcome. About 3% of those tested had a hit in this group.
